# High-throughput results: PubChem, National Center for Advancing Translational Sciences (NCATS)
# Tb PYK inh – inhibitors of Trypanosoma brucei pyruvate kinase. TbPYK enzyme, Kinase-Glo Plus ATP luminescence, 45 min. Potency, µM (doses to about 76.8 µM), inactives show at the highest dose activity, negative = inhibition, usual class: inhibitors. 410,000 compounds, 0.12% hits; also: potency is read from the fitted curve at half-maximal effect; nearly all actives have a fitted effect of over 50% in size
#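 Screened from lowest to highest concentration, compounds were pinned into TbPYK/substrate mixtures, and ADP (130 uM final) was added. Plates sat at room temperature for 45 min prior to Kinase-Glo Plus detection by luminescence.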
# AmpC no deterg – AmpC beta-lactamase inhibition without detergent. AmpC nitrocefin hydrolysis, absorbance 480 nm, 0.0001% Triton. AID 485341. 330,000 compounds, 0.52% hits. Potency, µM (titrated, usually from 57.1 µM), for inactives: at the top dose activity change, negative = inhibition, actives largely listed as inhibitors;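 also: potency is read from the fitted curve at half-maximal effect; plate controls were no compound for no effect and no enzyme for full effect; nearly all actives have a fitted effect of over 20% in size; some results filed as inactive show a strong effect at the top dose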
# Target sequence (P00811 whole entry, looked up): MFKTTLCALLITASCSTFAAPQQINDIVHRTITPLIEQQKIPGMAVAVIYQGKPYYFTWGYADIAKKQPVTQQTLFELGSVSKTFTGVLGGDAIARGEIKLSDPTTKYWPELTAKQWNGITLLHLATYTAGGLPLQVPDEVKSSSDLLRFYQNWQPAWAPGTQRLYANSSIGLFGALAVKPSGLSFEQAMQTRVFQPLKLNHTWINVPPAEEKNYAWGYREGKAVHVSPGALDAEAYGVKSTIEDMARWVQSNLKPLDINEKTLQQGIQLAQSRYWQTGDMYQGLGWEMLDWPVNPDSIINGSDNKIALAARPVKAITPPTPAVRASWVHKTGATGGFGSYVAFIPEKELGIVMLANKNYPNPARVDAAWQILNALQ
#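 AmpC (5.3 nM in the dispensed reagent) in 20 mM phosphate pH 7.0 with 0.01% (detergent screen) or 0.0001% Triton X-100 was preincubated with compounds for 15 min at room temperature. Nitrocefin was then added from an 800 uM solution, and hydrolysis was followed at 480 nm.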
# LmPK inh – LmPK (Leishmania mexicana) enzyme inhibition | Q27686 | Potency, µM (doses to about 57.5 µM), for inactives: at the top dose activity change, negative = inhibition, most hits filed as inhibitors | 290,000 compounds, 0.37% hits | purified LmPK, Kinase-Glo ATP luminescence, 1 h; also: potency is read from the fitted curve at half-maximal effect
# Target sequence (Q27686 whole entry, looked up): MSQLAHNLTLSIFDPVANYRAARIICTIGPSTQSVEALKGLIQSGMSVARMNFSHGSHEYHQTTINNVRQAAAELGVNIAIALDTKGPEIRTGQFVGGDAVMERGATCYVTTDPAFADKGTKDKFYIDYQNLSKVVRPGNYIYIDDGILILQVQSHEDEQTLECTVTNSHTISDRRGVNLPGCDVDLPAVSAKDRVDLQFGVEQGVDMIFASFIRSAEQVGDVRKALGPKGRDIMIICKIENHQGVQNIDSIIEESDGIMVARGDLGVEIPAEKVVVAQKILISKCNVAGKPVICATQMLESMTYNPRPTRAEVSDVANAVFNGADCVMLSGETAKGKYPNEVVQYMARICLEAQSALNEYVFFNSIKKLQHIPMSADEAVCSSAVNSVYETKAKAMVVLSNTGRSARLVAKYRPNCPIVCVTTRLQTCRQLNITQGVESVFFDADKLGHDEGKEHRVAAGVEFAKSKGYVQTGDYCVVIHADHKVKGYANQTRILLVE
#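 0.1 nM LmPK, 0.5 mM PEP, 0.1 mM ADP; 50 mM imidazole pH 7.2, 7 mM MgCl2, 50 mM KCl; 1 h RT. Kinase-Glo luminescence readout, normalized to no-enzyme (full inhibition) and uninhibited wells.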
# Sm TGR block – inhibitors of Schistosoma mansoni thioredoxin glutathione reductase | Q962Y6 | purified TGR, DTNB reduction, TNB absorbance 405 nm | Potency, µM (doses to about 114 µM), inactives show at the highest dose activity change, negative = inhibition, hits mostly inhibitors | 360,000 compounds, 3% hits | AID 485364; also: potency is read from the fitted curve at half-maximal effect; nearly all actives have a fitted effect of over 60% in size
#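 Kinetic colorimetric format: TGR-catalysed, NADPH-driven DTNB reduction monitored via TNB absorbance. Enzyme dispensed at 20 nM; compound exposure 15 min at room temperature before reaction start.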
# AMA1 RON2 block – AMA1-RON2 (P. falciparum) interaction inhibition; Potency, µM (top dose mostly 58.2 µM), for inactives: at the highest dose activity change, negative = inhibition, usual class: inhibitors; 360,000 compounds, 0.2% hits; AlphaScreen AMA1-biotinylated RON2 peptide binding;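 also: potency is read from the fitted curve at half-maximal effect; 0% = vehicle wells and -100% = peptide control; nearly all actives have a fitted effect of over 45% in size; some results filed as inactive show a strong effect at the top dose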
#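 AMA1 (3D7) with his tag at 25 nM final met compounds first, then biotinylated RON2 peptide at 25 nM; detection used donor plus acceptor beads, 10 µg/mL apiece, read by AlphaScreen after 30 min at room temperature.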
# AmpC detergent – AmpC beta-lactamase inhibition with detergent present. P00811. AmpC hydrolysis of nitrocefin, absorbance 480 nm, 0.01% Triton. Potency, µM (top dose mostly 114 µM), for the others: top-dose activity change, negative = inhibition, hits mostly inhibitors. 370,000 compounds, 0.041% hits. AID 485294;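 also: potency is read from the fitted curve at half-maximal effect; 0% = no-compound wells and -100% = no-enzyme wells; nearly all actives have a fitted effect of over 25% in size; some results filed as inactive show a strong effect at the top dose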
#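 20 mM phosphate pH 7.0 + 0.01% (detergent screen) or 0.0001% Triton X-100; 5.3 nM AmpC reagent; cpd preinc 15 min RT; nitrocefin (800 uM stock) to start; A480 q20 s × 4 min; Activity was normalised to no-enzyme and no-compound control wells.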
# HCMV inh – inhibitors of human cytomegalovirus; HFF cells, HCMV-luciferase reporter, 72 h; hits give low values; activity change, negative = inhibition, % at 57.5 µM; 410,000 compounds, 4.5% hits; in the data active = activity change below about -60%; inconclusive = no clear call, values can overlap the other calls; inactive = above about -39%
#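 Inhibition of viral replication was scored as loss of reporter luminescence in HFFs infected with HCMV-luciferase (MOI 1 PFU/cell) for 72 h; compounds tested at 2 doses, normalized to buffer and Salinomycin controls.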
# * hit, by the source's call; ? = inconclusive; . = not tested or not shown; [ ] = dose if it differs, or a comment. Unless noted, calls follow the shape of the dose curve; as a rule, active = well fitted curve in the direction sought with a large enough effect; inconclusive = small, poorly fitted or top-dose-only effect, or another doubt; inactive = no such curve, though single readings can be large; an effect the other way counts as inactive or inconclusive. Unless noted, % is scaled to controls: 0 for no effect and ±100 for the full control effect.
SMILES,Tb PYK inh,AmpC no deterg,LmPK inh,Sm TGR block,AMA1 RON2 block,AmpC detergent,HCMV inh
CN(C(=O)C1CCCN(S(=O)(=O)c2cccc([N+](=O)[O-])c2)C1)C1CCS(=O)(=O)C1 (stereo not drawn),-11%,-19%,-2%,7%,-14%,5%,-1
COc1cc(NC(=O)Cn2ccsc2=N)c(C)cc1[N+](=O)[O-],-6%,-47%,2%,-33%,-5%,-7%,-37
COc1ccc(S(=O)(=O)N2CCN(C(=O)/C=C/c3ccco3)CC2)cc1,-16%,-9%,.,8.9µM*,-20%,-2%,-39
CCC(C)NC(=O)c1ccc(NC(=O)CC2SC(N3CCCCC3)=NC2=O)cc1 (stereo not drawn),6%,-9%,.,-25%,-2%,-3%,0
O=C(NCCc1ccccc1)c1ccc(CSc2nc3ccncc3n2Cc2ccc(F)cc2)cc1,-2%,.,.,5%,.,14%,-39
Cc1cc(-c2nnnn2-c2ccc(C(F)(F)F)cc2)no1,-1%,-16%,3%,-14%,4%,1%,32
O=C(Nc1nccs1)C1CC(=O)N(c2ccccc2)C1 (stereo not drawn),-7%,-16%,2%,10%,-1%,?,-5
Cn1c2ccccc2c2cc(/C=N/NC(=O)c3cc(O)ccc3O)ccc21,-13%,-57%,0%,?,-28%,-1%,16
CC(C)OCCCNC(=O)CN1C(=O)CC(C)(C)S(=O)(=O)c2ccccc21,2%,3%,1%,0%,2%,-15%,-25
N#C/C(=C\c1ccccc1)C(=O)NCCN1CCOCC1,10%,-16%,1%,5%,13%,?,56
CCCCCC(=O)Nc1cc(N(C)C)nc2ccccc12,-6%,-12%,3%,-16%,0%,-2%,-19
CC1(C)CC(Cc2ccc(C(=O)c3ccccc3)cc2)N(C(=O)OC(C)(C)C)N1 (stereo not drawn),4%,.,.,.,3%,.,-18
CCCCCCN1CCN(C2CN(Cc3cn(Cc4ccc(F)cc4)nn3)S(=O)(=O)C2)CC1 (stereo not drawn),1%,.,.,.,-5%,.,-3
CCc1nccn1CCC(=O)N1CCCC(N2CCN(c3ccccc3F)CC2)C1 (stereo not drawn),4%,-27%,4%,-8%,8%,?,18
COc1ccc(-c2csc3[nH]c(=S)n(-c4ccccc4)c(=O)c23)cc1OC,?,-28%,-8%,7%,48%[activator],5%,7
COc1ccc(S(=O)(=O)N2CCC(C(=O)Nc3nccs3)CC2)cc1,2%,-1%,-11%,-36%,1%,-1%,-1
Cn1c(=O)c2c(nc(Br)n2CCSc2nc3ccccc3o2)n(C)c1=O,-6%,-30%,0%,5%,-2%,2%,-28
CCOC(=O)CSc1nnc(CNC(=O)c2cccc(C)c2)n1C,2%,-15%,-11%,22%,-8%,4%,46
CCOc1ccccc1NS(=O)(=O)c1cnc(N)nc1,4%,.,.,-10%,.,0%,-3
Cc1sc(NC(=O)c2cccnc2)nc1-c1ccccc1,-3%,-25%,2%,-20%,0%,-1%,-38
CC(Sc1nc(N)c(NC(=O)c2ccc(Br)o2)c(=O)[nH]1)C(=O)O (stereo not drawn),2%,-3%,-12%,-2%,6%,-7%,34
CC1(C)CC(=O)C=C(NCc2ccc(C(=O)O)cc2)C1,0%,-8%,3%,1%,0%,-1%,-10
COc1ccc(C(=O)Oc2c(Sc3ccccc3)c(C)nn2-c2ccccc2)cc1OC,-13%,.,.,5%,.,8%,-17
COc1cc(NS(=O)(=O)c2ccc(NC(=O)CSC3=NCCS3)cc2)nc(OC)n1,.,-44%,4%,14%,.,-6%,.
CCOc1cc2nc(-c3ccc(OC)c(OC)c3)nc(N3CC(C)OC(C)C3)c2cc1OC (stereo not drawn),.,22%,1%,-29%,.,?,.
COc1c(C)cc(C(=O)C2CCCN(C(=O)Cn3ccc(C)n3)C2)cc1C (stereo not drawn),5%,1%,-9%,9%,-2%,7%,6
C/C(CC(=O)NCc1ccco1)=N\NC(=O)C(c1ccccc1)c1ccccc1,3%,-14%,-1%,0%,-2%,-16%,-25
CC(C)NC(=O)C(=O)Nc1cc2c3c(c1)C(C)C(=O)N3CCC2 (stereo not drawn),4%,-5%,1%,6%,1%,-1%,37
Cc1nc2ccccc2n1S(=O)(=O)N(C)C,-1%,-5%,-2%,13%,19%,1%,26
Cc1ccccc1CN(C)C(=O)CNC(=O)c1ccc2ccccc2c1,2%,-21%,0%,7%,1%,-5%,-2
CCOC(=O)c1c(NC(=O)CS(=O)(=O)c2cn(CC)c3ccccc23)sc2c1CCCCC2,1%,.,1%,-24%,-10%,.,-71*
COC(=O)CNC(c1ccccc1)c1cc(Br)ccc1NS(=O)(=O)c1ccccc1 (stereo not drawn),-6%,-44%,1%,-2%,0%,?,-14
CCn1c(C(C)NC(=O)c2ccc(C)cc2)n[nH]c1=S (stereo not drawn),-30%,-2%,4%,0%,6%,-10%,12
CCOC(=O)C1CCN(C(=O)CCS(=O)(=O)c2ccc3c(c2)CC(C)N3C(=O)CC)CC1 (stereo not drawn),0%,38%,7%[11.5 µM],?,11%,1%,-27
CC(=O)c1ccc(NC(=O)CCSCCC(=O)Nc2ccc(C(C)=O)cc2)cc1,-4%,-4%,-2%,-30%,24%,0%,1
CCOC(=O)C1=C(C)NC(=O)NC1c1ccc([N+](=O)[O-])o1 (stereo not drawn),-1%,-3%,-9%,40µM*,4%,0%,0
O=C(COC(=O)c1ccc(F)cc1F)NCc1ccc2c(c1)OCO2,-1%,-20%,.,.,3%,.,-15
O=C(Nc1cc(S(=O)(=O)Nc2ccc(Cl)cc2)ccc1N1CCCCC1)c1ccc(F)cc1,9%,-27%,1%,3%,-19%,2%,-64*
Cc1cc2nc(/C=C/c3nc4cc(C)c(C)cc4[nH]3)[nH]c2cc1C,-1%,-50%,-1%,-5%,33%[activator],-5%,20
Cn1/c(=N/NC(=O)c2ccccc2Br)sc2ccccc21,0%,-10%,6%,4%,-11%,-19%,-13
Cc1cnc(CN(C)C(=O)C2CCC(=O)N(CCc3cccc(F)c3)C2)[nH]1 (stereo not drawn),0%,-6%,3%,6%,-7%,4%,-16
CC1CCCC(NC(=O)c2cccc(S(=O)(=O)N3CCN(c4ccccc4)CC3)c2)C1C (stereo not drawn),1%,-53%,.,4%,-9%,-17%,-20
CCOC(=O)c1cnn(-c2ccccc2)c1-n1cccc1C(=O)C(=O)Nc1ccc(OC)cc1,-5%,-9%,4%,-12%,-5%,6%,-17
COc1cccc(CN2CCC2(C)C(=O)Nc2cccc3cccnc23)c1OC (stereo not drawn),4%,.,.,.,63%[activator],.,-6
Cc1cc(C)n(CCc2nc3c4ccccc4nc(N4CCN(c5ccccc5F)CC4)n3n2)n1,8%,.,.,9%,.,20%,-29

# 7 consecutive entries out of the list so far, quoted:
SMILES,Tb PYK inh,AmpC no deterg,LmPK inh,Sm TGR block,AMA1 RON2 block,AmpC detergent,HCMV inh
CCC(C)NC(=O)c1ccc(NC(=O)CC2SC(N3CCCCC3)=NC2=O)cc1 (stereo not drawn),6%,-9%,.,-25%,-2%,-3%,0
O=C(NCCc1ccccc1)c1ccc(CSc2nc3ccncc3n2Cc2ccc(F)cc2)cc1,-2%,.,.,5%,.,14%,-39
Cc1cc(-c2nnnn2-c2ccc(C(F)(F)F)cc2)no1,-1%,-16%,3%,-14%,4%,1%,32
O=C(Nc1nccs1)C1CC(=O)N(c2ccccc2)C1 (stereo not drawn),-7%,-16%,2%,10%,-1%,?,-5
Cn1c2ccccc2c2cc(/C=N/NC(=O)c3cc(O)ccc3O)ccc21,-13%,-57%,0%,?,-28%,-1%,16
CC(C)OCCCNC(=O)CN1C(=O)CC(C)(C)S(=O)(=O)c2ccccc21,2%,3%,1%,0%,2%,-15%,-25
N#C/C(=C\c1ccccc1)C(=O)NCCN1CCOCC1,10%,-16%,1%,5%,13%,?,56

# Next section:
SMILES,Tb PYK inh,AmpC no deterg,LmPK inh,Sm TGR block,AMA1 RON2 block,AmpC detergent,HCMV inh
COc1ccc(-c2oc3ccccc3c2C(=O)OCc2ccc([N+](=O)[O-])cc2)cc1,1%,-47%,0%,0%,1%,?,-62*
COC(=O)[C@H](CC(C)C)NC(=O)CC[C@H]1O[C@@H](n2ccc(=O)[nH]c2=O)[C@H](O)[C@@H]1O,-9%,.,.,.,0%,.,3
CCCCCn1nc(C(=O)N(CCOC)c2c(N)n(CCCC)c(=O)[nH]c2=O)c2ccccc2c1=O,4%,-20%,.,-1%,7%,-23%,-2
Cc1cccc(CCNC(=O)CC2C(=O)NCCN2CC2CCCCC2)n1 (stereo not drawn),2%,89%[activator],12%,?,11%,12%,-17
CCCCCC(=O)Nc1ccc(S(=O)(=O)NC2=NCCCCC2)cc1,-5%,-10%,.,-1%,-3%,-7%,14
CCN(C(=O)Cn1ncc2c(=O)oc3ccc(C)cc3c21)c1cc(OC)ccc1OC,0%,.,.,0%,.,4%,-5
CN(Cc1ccno1)Cc1cn(C)nc1-c1ccc(Oc2ccccc2)cc1,-28%,156%[activator],0%,-9%,-18%,-7%,-20
Cc1cc(Br)ccc1NC(=O)CN(C)C(=O)c1ccc(-n2cncn2)c([N+](=O)[O-])c1,-12%,28%,.,-5%,6%,?,-13
CC(C)N1C(=O)C2ON(c3ccccc3)C(c3cccs3)C2C1=O (stereo not drawn),4%,-5%,-2%,-1%,9%,?,-12
[O-][n+]1ccccc1/C=C/c1ccccc1,-4%,.,.,.,-2%,.,13
O=C(CNC(=O)c1ccc(Br)cc1)OC1CCOC1=O (stereo not drawn),5%,.,.,.,-4%,.,-21
N/C(=N\OC(=O)Oc1ccccc1)c1cccc([N+](=O)[O-])c1,4%,-23%,1%,4%,16%,3%,15
COc1cc(-c2nnc(COC(=O)CSCC(=O)Nc3cc(C)on3)o2)cc(OC)c1OC,3%,-8%,.,6%,1%,-6%,42
Fc1cc2[nH]c(=S)[nH]c2c(Br)c1N1CCSCC1,-23%,-33%,-7%,-8%,98%[activator],3%,49
COc1ccc(-c2cc(-c3ccccc3)n3ncnc3n2)cc1,3%,4%,-1%,-23%,18%,-8%,11
O=C(CCSCCc1ccccn1)Nc1ccccc1C(F)(F)F,1%,.,.,7%,.,-9%,7
O=C(O)c1ccc(OCC(F)(F)F)nc1,-6%,14%,0%,-3%,6%,3%,2
Nc1ccc2c3c(ccc([N+](=O)[O-])c13)CC2,-4%,.,.,.,28µM*,.,-69*
